HCV inh = blocks hepatitis C virus; Huh7.5.1 HCVcc-Cre infection, luciferase reporter, 44 h; Potency, µM (top dose mostly 41.8 µM), inactives show top-dose activity change, negative = inhibition, most hits filed as inhibitors; 340,000 tested, 3.4% active; note: potency is the fitted concentration of half-maximal effect
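Infectious HCV cell culture screen: compound-treated cells (1,000/well, pre-plated 4 h) are infected with HCVcc-Cre at roughly 0.5 moi and grown 44 h. Infection is quantified by luciferase signal after 15 min substrate incubation at room temperature.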
Sm TGR inh = inhibitors of Schistosoma mansoni thioredoxin glutathione reductase. purified TGR, DTNB reduction, TNB absorbance 405 nm. Potency, µM (highest dose often 114 µM), for the others: at the highest dose activity change, negative = inhibition, most hits filed as inhibitors. 360,000 tested, 3% active; note: potency is the fitted concentration of half-maximal effect; nearly all actives have a fitted effect of over 60% in size
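TGR 20 nM + NADPH 100 uM (dispensed conc.), cpd preinc 15 min RT; start with NADPH (500 uM addition) then DTNB (15 mM addition). Kinetic TNB absorbance, 405 nm filter. Four-parameter Hill fit across titration.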
AmpC detergent = blocks E. coli AmpC beta-lactamase in detergent assay. P00811. AmpC hydrolysis of nitrocefin, absorbance 480 nm, 0.01% Triton. Potency, µM (highest dose often 114 µM), inactives show at the highest dose activity change, negative = inhibition, hits mostly inhibitors. 370,000 tested, 0.041% active;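 note: potency is the fitted concentration of half-maximal effect; 0% = no-compound wells and -100% = no-enzyme wells; nearly all actives have a fitted effect of over 25% in size; some results filed as inactive show a strong effect at the top dose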
Target sequence (P00811 whole entry, looked up): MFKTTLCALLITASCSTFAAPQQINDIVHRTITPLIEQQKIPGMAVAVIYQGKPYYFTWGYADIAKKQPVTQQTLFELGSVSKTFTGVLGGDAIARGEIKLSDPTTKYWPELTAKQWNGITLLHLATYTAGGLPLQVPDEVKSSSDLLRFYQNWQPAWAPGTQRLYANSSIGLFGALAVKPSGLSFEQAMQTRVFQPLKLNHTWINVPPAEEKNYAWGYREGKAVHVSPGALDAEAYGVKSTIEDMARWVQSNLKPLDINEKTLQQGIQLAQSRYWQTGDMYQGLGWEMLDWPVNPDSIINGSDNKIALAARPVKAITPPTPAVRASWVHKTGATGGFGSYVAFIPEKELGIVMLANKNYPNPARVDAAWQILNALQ
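AmpC (5.3 nM in the dispensed reagent) in 20 mM phosphate pH 7.0 with 0.01% (detergent screen) or 0.0001% Triton X-100 was preincubated with compounds for 15 min at room temperature. Nitrocefin was then added from an 800 uM solution, and hydrolysis was followed at 480 nm.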
Giardia FBPA inh = Giardia lamblia aldolase inhibition; 290,000 tested, 0.71% active; A8B2U2; Potency, µM (titrated, usually from 59.6 µM), inactives show at the highest dose activity, negative = inhibition, usual class: inhibitors; purified Giardia FBPA; note: potency is the fitted concentration of half-maximal effect; nearly all actives have a fitted effect of over 55% in size
Target sequence (A8B2U2 whole entry, looked up): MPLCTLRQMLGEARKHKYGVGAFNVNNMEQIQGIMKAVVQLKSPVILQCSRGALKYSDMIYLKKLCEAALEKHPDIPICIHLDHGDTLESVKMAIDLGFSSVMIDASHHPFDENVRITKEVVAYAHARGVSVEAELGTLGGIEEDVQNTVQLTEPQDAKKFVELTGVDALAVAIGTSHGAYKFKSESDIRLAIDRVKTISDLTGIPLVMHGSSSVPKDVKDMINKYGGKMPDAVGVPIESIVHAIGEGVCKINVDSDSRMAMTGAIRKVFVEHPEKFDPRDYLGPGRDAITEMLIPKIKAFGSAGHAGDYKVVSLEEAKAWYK
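Giardia FBPA (40 nM reagent) was preincubated 10 min at RT with compound (up to 57.5 uM final), then substrate plus GAPDH/TPI/NAD/arsenate coupling system with diaphorase/resazurin was added; resorufin fluorescence (525/598 nm) was read after 20 min.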
AMA1 RON2 block = AMA1-RON2 (P. falciparum) interaction inhibition | AlphaScreen AMA1-biotinylated RON2 peptide binding | Potency, µM (series often up to 58.2 µM), without a hit: top-dose activity change, negative = inhibition, actives largely listed as inhibitors | 360,000 tested, 0.2% active;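 note: potency is the fitted concentration of half-maximal effect; 0% = vehicle wells and -100% = peptide control; nearly all actives have a fitted effect of over 45% in size; some results filed as inactive show a strong effect at the top dose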
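AMA1 (3D7) with his tag at 25 nM final met compounds first, then biotinylated RON2 peptide at 25 nM; detection used donor plus acceptor beads, 10 µg/mL apiece, read by AlphaScreen after 30 min at room temperature.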
HCMV inh = blocks human cytomegalovirus replication; AID 1259415; activity change, negative = inhibition, % at 57.5 µM; HFF cells, HCMV-luciferase reporter, 72 h; hits give low values; 410,000 tested, 4.5% active; in the data active = activity change below about -60%; inconclusive = no clear call, values can overlap the other calls; inactive = above about -39%
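HFF cells seeded 16 h at 37C, treated with compounds, infected with luciferase-reporter HCMV at MOI 1 PFU/cell; luciferase read at 72 h post infection, normalized to buffer-only and Salinomycin controls.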
The depositor's hits bear a star; ? = inconclusive; . = not tested or not shown; & = joins results of further samples; [ ] = dose if it differs, or a comment. Unless noted, calls come from the whole dose curve; as a rule, active = well fitted curve in the direction sought with a large enough effect; inconclusive = small, poorly fitted or top-dose-only effect, or another doubt; inactive = no such curve, though single readings can be large; an effect the other way counts as inactive or inconclusive. Unless noted, % is set by controls: 0 for no effect and ±100 for the full control effect.

SMILES	HCV inh	Sm TGR inh	AmpC detergent	Giardia FBPA inh	AMA1 RON2 block	HCMV inh
Cc1ccccc1OCCn1c(CCNC(=O)C2CCCCC2)nc2ccccc21	.	8%	-3%	.	.	30
O=C(c1ccc2ccccc2c1)N1CCN(c2ccccn2)CC1	17%	3%	1%	-4%	-9%	-7
COc1ccccc1CNS(=O)(=O)c1ccc2c(c1)oc(=O)n2C	-3%	2%	-19%	0%	-1%	-4
COc1ccccc1-n1c(O)c(C=NCc2ccc3c(c2)OCO3)c(=O)[nH]c1=O	3%	?	-1%	5%	-15%	28
COc1cccc(CNC(=O)C23CN(Cc4ccccc4)CC2C(c2ccc([N+](=O)[O-])cc2)=NO3)c1 (centres undefined)	?	6%	?	-8%	-23%	-9
CSc1ccccc1C(=O)OCC(=O)N1CCN(C(C)=O)CC1	6%	-6%	-9%	.	-8%	-3
COC(=O)c1cccc(-n2cnnn2)c1	10%	2%	?	2%	-2%	14
COc1ccc(-c2csc(NC(=O)c3cc(=O)c4ccccc4o3)n2)cc1OC	-20%	-11%	-9%	-1%	3%	-23
COC(=O)C1=C(C)N(c2ccc(S(N)(=O)=O)cc2)C(=O)C1	10%	0%	-8%	-6%	0%	24
CCN(Cc1cc2ccccc2[nH]c1=O)C(=O)c1cccc([N+](=O)[O-])c1	-18%	10%	2%	0%	-9%	-3
CSc1nc(C)nc(N/C=C(\C#N)S(=O)(=O)c2ccccc2Cl)n1	8%	-8%	-5%	13%	-5%	12
O=C(N/N=C/c1ccco1)c1cc(-c2ccccc2)n[nH]1	-7%	-26%	2%	0%	68%[activator]	8
O=C(OCC(=O)N1CCc2ccccc21)c1cccnc1	21%	-15%	-2%	0%	34%[activator]	-2
N#CCCNC(=O)Cn1c(COc2ccc(Cl)cc2)nc2ccccc21	12%	3%	0%	2%	-17%	56
CCCCOc1ccc(CN2CCSCC2)cc1	13%	7%	-12%	?	?	14
COc1cccc(C2(O)CCN(CC(=O)NCC3CC3)CC2)c1	1%	3%	5%	4%	-11%	38
CCCOc1ccc(-c2c(=O)n(OCC(=O)OCC)c3ccccc3[n+]2[O-])cc1	3%	-35%	5%	-3%	-2%	-4
CSCc1c(C(=O)N2CCCc3ccccc32)oc2ccccc12	?	-2%	-2%	.	?	-13
CCCCOc1ccc(-c2n[nH]c(=S)n2Cc2ccccc2)cc1	4%	-6%	-12%	11%	63%[activator]	?
CC1(C)CC(=O)C2=C(C1)Nc1ncnn1C2c1ccccn1 (centres undefined)	8%	-17%	-4%	6%	-4%	4
O=C(Cc1ccccc1[N+](=O)[O-])NCc1ccc2c(c1)OCO2	19%	-25%	-14%	9%	-11%	306
CCCSCCCNC(=O)CN1C(=O)CCn2nc(-c3cn(C)c4ccccc34)cc21	.	3%	20%	.	.	6
CCN(c1ccccc1)S(=O)(=O)c1ccc(Cl)c(C(=O)OCC(=O)c2[nH]c(C)c(C(C)=O)c2C)c1	-7%	-1%	6%	-5%	4%	-24
O=C(CCc1ccccc1)NCCCNC(=O)CCc1ccccc1	5%	-3%	5%	.	-5%	-3
CCCCC(=O)OCC(=O)c1[nH]c(C)c(C(C)=O)c1C	1%	1%	-8%	2%	-7%	-4
O=C(CSc1cccc2cccc(Cl)c12)NCc1cccs1	-8%	5%	1%	-13%	32%[activator]	?
CCSc1nnc(NC(=O)[C@H](C)N2C(=O)C3CC=CCC3C2=O)s1 (some centres undefined)	12%	7%	-1%	6%	10%	-33
O=C(CCS(=O)(=O)c1ccccc1)N(Cc1cccnc1)c1nc2c(F)cccc2s1	.	0.56µM*	1%	.	.	112
C=CCN(C(=O)Nc1ccc(OC)cc1)c1nnc(-c2ccncc2)s1	3%	-3%	-2%	-29%	7%	22
C=CCc1ccc(OCC(O)CN2CCC(Cc3ccccc3)CC2)c(OC)c1 (centres undefined)	6.3µM*	50µM*	-8%	-7%	-7%	30
CN(C)/C=C/C1=C([N+](=O)[O-])C(c2cccc([N+](=O)[O-])c2)NC(=O)N1 (centres undefined)	5%	?	?	-1%	11%	-25
NC(=O)NOCc1c(F)cccc1Cl	15%	10%	-12%	0%	-4%	36
COCc1ccc(C(=O)N2CCCC(CCC(=O)NCc3ccccc3F)C2)o1 (centres undefined)	1%	-34%	3%	1%	6%	-19
CN1CCN(NC(=O)c2cccc(F)c2)CC1	4%	12%	2%	1%	-5%	27
O=C1C2C3C=CC(CC3)C2C(=O)N1/N=C/c1c[nH]c2ccccc12 (centres undefined)	2%	3%	7%	-2%	-2%	40
CCCN1CCN(CCCNC(=O)c2ccc3nc(N4CCCCC4)sc3c2)CC1	?	-12%	?	-11%	7%	76
NC(=N\N=Cc1ccccc1)/C(N)=N/N=Cc1ccccc1	-1%	.	.	.	50%[activator]	?
COc1ccc(C(CNC(=O)c2ccc(OCC3CCCO3)cc2)N2CCOCC2)cc1 (centres undefined)	-3%	9%	-13%	9%	-12%	28
Cc1ccccc1N(CC(=O)N1CCCCCC1)S(C)(=O)=O	6%	11%	-12%	-1%	-1%	-17
Cc1ccn2c(c1)nc(=O)c1cc(S(=O)(=O)N3CCCCC3)ccc12	1%	-6%&-2%	-6%&-2%	-1%	1%	17&-6
Cc1cc2cc(C(c3nnnn3C(C)(C)C)N(Cc3ccco3)CC3CCCO3)c(=O)[nH]c2cc1C (centres undefined)	-24%	?	-16%	.	5%	-18
Cc1ccc(C)c(SCC(=O)OCC(=O)NCCNC(=O)COC(=O)CSc2cc(C)ccc2C)c1	-6%	1%	?	.	2%	-17
COC(C(=O)Nc1ccnn1C1CCN(Cc2ccc(CO)o2)CC1)c1ccccc1 (centres undefined)	-16%	-17%	?	0%	1%	-5
Cc1cccn2c(CN(C)CC3Cc4ccccc4O3)c(C(=O)N3CCCCC3)nc12 (centres undefined)	-2%	-3%	3%	8%	-9%	-21
Nc1nc(-c2cccnc2)nn1C(=O)COc1ccccc1	18%	-13%	?	4%	-11%	-2
COc1cc(S(=O)(=O)NC2CCCC2)c(OC)cc1Cl	12%	5%	1%	3%	-4%	-4
Cc1cc(NC(=O)CSc2ncc(C(=O)Nc3ccccc3)c(=O)n2C)no1	.	1%	0%	.	.	-19
Cc1cc2c(SCC(=O)N3CCN(c4ccccc4)CC3)ncnc2s1	-26%	1%	-12%	.	1%	12
Cc1cc2c(c(=O)n1C)C(C(C)C)C(C#N)=C(N)O2 (centres undefined)	6%	-16%	2%	-15%	-1%	-18
Cc1nc2cc(NC(=O)Nc3nccs3)ccc2n1C	-2%	9%	-13%	-7%	3%	35
Cc1ccc(-n2nc(C(=O)N3CCN(c4ccc(F)cc4)CC3)c(=O)n(C)c2=O)cc1	.	6%	25%	.	.	6
COc1ccc(-c2nc3ccc(C(=O)NCC(OC)OC)cc3nc2-c2ccc(OC)cc2)cc1	?	0%	-6%	-10%	14%	-60*
CCCCCNC(=O)C1CCC(Cn2c(=O)c3sccc3n(CC(=O)NCc3cccc(OC)c3OC)c2=O)CC1 (centres undefined)	.	1%	6%	.	.	20
CCOC(=O)C(=CNc1ccccc1N1CCOCC1)C(=O)OCC	?	0%	4%	8%	11%	-31
Cc1cccc(C)c1C(OCCN(C)C)C1CCCCC1 (centres undefined)	?	-11%	-17%	-17%	-28%	-39
O=C(NCc1ccccc1)C1CCCN(S(=O)(=O)c2cccc3nsnc23)C1 (centres undefined)	17%	-5%&6%	-13%&5%	4%	-5%	-35&-9
COc1ccc(OC)c(NC(=S)NN2CCN(C)CC2)c1	3%	5%	?	-9%	15%	-34
O=C(Nc1cccc(S(=O)(=O)N2CCOCC2)c1)C1CC(=O)N(c2ccc3c(c2)OCCO3)C1 (centres undefined)	?	-4%	-14%	.	-2%	-5
COc1cc(C)ccc1S(=O)(=O)N1CCCCCC1	-6%	5%	7%	1%	-8%	1
CN(C)CCN1CCc2ccccc21	12%	-29%	0%	?	-14%	-7
Next compounds follow:
SMILES	HCV inh	Sm TGR inh	AmpC detergent	Giardia FBPA inh	AMA1 RON2 block	HCMV inh
CCOc1ccc(N(CC(=O)NCCc2ccc(Cl)cc2)S(=O)(=O)c2c(C)[nH]c(=O)[nH]c2=O)cc1	17%	0%	0%	8%	-3%	?
O=C(NCCc1c[nH]c2ccc(Cl)cc12)c1cccnc1	-12%	0%	-1%	0%	4%	-40
COc1ccc(-c2csc(N(CCCN(C)C)C(=O)c3ccc(C)cc3)n2)cc1	25µM*	4%	?	-22%	-25%	-22
C=C(C)CSc1nnc2n(N)c(=O)c3ccccc3n12	12%	0%	1%	-3%	-1%	33
Cc1ccccc1-n1c(C)cc(/C=C2\NC(=O)NC2=O)c1C	-1%	-28%	0%	-19%	6%	12
COc1ccc(N2CCN(C(=O)c3cc4ccc5cccnc5c4[nH]3)CC2)cc1	.	1%	17%	.	.	-9
COc1ccc(NC(=O)Cn2cccc2)cc1Cl	.	-2%	?	3%	0%	38
COc1ccc2c(c1)[C@H]1[C@H](CO2)[C@H](c2ccccc2)[C@]2(C)C(=O)Nc3cc(Cl)ccc3C(=O)N12	?	-7%	-2%	.	-26%	.
Nc1nonc1C(=O)N1CCCCC1	13%	0%	-7%	8%	?	-10
Cc1ccc2c(c1)C1C[N+](C)(CC(=O)c3ccccc3)CCC1N2C(=O)c1ccccc1Cl (centres undefined)	15%	.	.	.	4%	-3
CCCCNC(=S)NNC(=O)c1ccc2c(c1)OCO2	2%	2%	-9%	-1%	34%[activator]	-14
CC(NC(=O)c1c(O)c2ccccc2[nH]c1=O)c1ccccc1 (centres undefined)	-15%	0%	-7%	3%	14%	-29
Cc1ccc(Nc2nc(N)nc(CSCCO)n2)cc1	1%	-29%	-14%	-6%	?	58
Cc1ccc(SCC(=O)NC(C)c2ccccc2)cc1 (centres undefined)	6%	16%	-11%	3%	4%	-22
Cc1ccc(Cn2c(C(=O)O)c(CNC3CCCC3)c3ccc(C)cc32)cc1	.	9%	-4%	.	.	29

Individual results from the list:
Cc1ccc(SCC(=O)NC(C)c2ccccc2)cc1 (centres undefined) in Sm TGR inh = 16%
C=C(C)CSc1nnc2n(N)c(=O)c3ccccc3n12 in Sm TGR inh = 0%
Nc1nonc1C(=O)N1CCCCC1 in Giardia FBPA inh = 8%
O=C(NCCc1c[nH]c2ccc(Cl)cc12)c1cccnc1 in Sm TGR inh = 0%
Cc1ccccc1-n1c(C)cc(/C=C2\NC(=O)NC2=O)c1C in HCMV inh = 12
COc1ccc(-c2csc(N(CCCN(C)C)C(=O)c3ccc(C)cc3)n2)cc1 in AMA1 RON2 block = -25%

One compound at a time, as listed above:
Results for Nc1nonc1C(=O)N1CCCCC1 → HCV inh = 13%; Sm TGR inh = 0%; AmpC detergent = -7%; Giardia FBPA inh = 8%; AMA1 RON2 block = ?; HCMV inh = -10
Results for CCCCNC(=S)NNC(=O)c1ccc2c(c1)OCO2 → HCV inh = 2%; Sm TGR inh = 2%; AmpC detergent = -9%; Giardia FBPA inh = -1%; AMA1 RON2 block = 34%[activator]; HCMV inh = -14
